Screening data from PubChem BioAssay.
TR SRC2 fluor cs: counter-screen for TRb-SRC2 inhibitors: fluorescence interference | 0.29% of 280,000 active | AID 1479 | TRb/SRC2 Texas Red total fluorescence interference | Potency, µM (series often up to 106 µM), for the others: top-dose fluorescence change, negative = quenching; active = well fitted curve in either direction with a large enough effect; inconclusive = small, poorly fitted or top-dose-only effect
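Flags fluorescent or light-absorbing compounds by total fluorescence, S + 2P, at 555 nm excitation and 632 nm emission. Mixture: 20 nM Texas Red SRC2 peptide, 0.6 uM human TRb LBD, 1 uM T3, 5% DMSO; compound exposure 5 h at ambient temperature.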
GoLoco inh red: inhibitors of human Gai1-RGS12 GoLoco interaction (red fluorophore); P63096; Gai1:RGS12 GoLoco peptide FP, rhodamine, 10 min; Potency, µM (top dose mostly 61.6 µM), for the others: at the highest dose activity, negative = inhibition, most hits filed as inhibitors; 0.44% of 230,000 active; AID 880; active = well fitted inhibition curve with a large enough effect, not every such curve was filed as active; inactive = no such curve, though single readings can be large or run the other way; also: nearly all actives have a fitted effect of over 30% in size; many of its hits are not listed in these tables
RECQ1 helicase: inhibitors of human RECQ1 DNA helicase; AID 2549; P46063; Potency, µM (series often up to 57.3 µM), for the others: at the top dose activity, negative = inhibition, hits mostly inhibitors; RECQ1 DNA unwinding, red fluorescence kinetic read; 0.54% of 240,000 active;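 also: plate controls were vehicle for no effect and no enzyme for full effect; nearly all actives have a fitted effect of over 30% in size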
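50 nM RECQ1T1 preincubated 15 min with compound in Tris pH 8.0 buffer with MgCl2, DTT, Tween-20 and 2.5 ug/ml poly(dI-dC); started with 200 nM TAMRA/BHQ-2 forked duplex and 2 mM ATP. Unwinding read as fluorescence (525/598 nm), two reads 2 h apart.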
KDM4E inh: JMJD2E (human) inhibition; B2RXH2; JMJD2E catalytic domain, FDH-coupled NADH fluorescence (FDH is formaldehyde dehydrogenase); Potency, µM (highest dose often 57.1 µM), inactives show top-dose activity change, negative = inhibition, most hits filed as inhibitors; 1.6% of 230,000 active; AID 2147; active = well fitted inhibition curve with a large enough effect, not every such curve was filed as active; inconclusive = small, poorly fitted or top-dose-only effect, or another doubt; inactive = no such curve, though single readings can be large or run the other way;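 also: 0% = wells with enzyme and -100% = buffer wells without enzyme; nearly all actives have a fitted effect of over 50% in size; many of its hits are not listed in these tables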
Tau ThT inhib: inhibitors of human tau fibril formation, thioflavin T binding. P10636. recombinant tau K18 P301L (four-repeat tau fragment), heparin-induced fibrillization, ThT fluorescence. Potency, µM (highest dose often 57.4 µM), for the others: at the top dose activity, negative = inhibition, actives largely listed as inhibitors. 2.1% of 270,000 active. AID 1460; also: nearly all actives have a fitted effect of over 55% in size
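Aggregation was driven by heparin (20 uM final) acting on recombinant tau […] bearing P301L in 100 mM sodium acetate pH 7; fibrils were detected with Thioflavin T.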
TRb SRC2 PPI: TRbeta-SRC2 interaction inhibition | P10828 | TRbeta-SRC2 peptide binding, fluorescence polarization; receptor liganded with 1 µM T3 | Potency, µM (highest dose often 106 µM), for inactives: top-dose activity change, negative = inhibition, hits mostly inhibitors | 0.065% of 280,000 active;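 also: plate controls were bound peptide for no effect and peptide without receptor for full effect; nearly all actives have a fitted effect of over 50% in size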
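Fluorescence polarization of 20 nM Texas Red SRC2 peptide with 0.6 uM human TRb ligand-binding domain, in Tris buffer with 1uM T3 and 5% DMSO. Incubated 5 hr ambient; normalized to unbound and bound controls.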
Tau FP inhib: tau fibrillization inhibition (FP); K18 P301L tau heparin fibrillization, Alexa594 FP, 6 h; Potency, µM (top dose mostly 57.7 µM), for the others: at the top dose activity, negative = inhibition, hits mostly inhibitors; 0.39% of 280,000 active; AID 1468; also: nearly all actives have a fitted effect of over 55% in size
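Compound effects on tau fibrillization are measured by Alexa 594 fluorescence polarization (ex 555, em 632 nm). K18 P301L tau is used at 15 uM with 0.24 uM labeled tracer, and 20 uM heparin induces aggregation over 6 hr at 37 C.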
L3MBTL1 block: inhibitors of human L3MBTL1; Q9Y468; AlphaScreen L3MBTL1–H3K9me1 peptide binding; Potency, µM (top dose mostly 57.1 µM), inactives show top-dose activity, negative = inhibition, actives largely listed as inhibitors; 0.66% of 230,000 active; AID 485360; also: nearly all actives have a fitted effect of over 60% in size
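L3MBTL1 (50 nM) pre-complexed 30 min with biotinylated H3(1-15)K9me1 peptide (75 nM), then compounds added for 30 min at room temperature; AlphaScreen streptavidin donor/nickel chelate acceptor beads (10 ug/mL final) read after 30 min dark incubation.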
* hit, by the source's call; i = inactive; u = inconclusive; x = not tested or not shown; & = joins results of further samples; [ ] = remark or other dose. Unless noted, calls follow the shape of the dose curve; as a rule, active = well fitted curve in the direction sought with a large enough effect; inconclusive = small, poorly fitted or top-dose-only effect, or another doubt; inactive = no such curve, though single readings can be large; an effect the other way counts as inactive or inconclusive. Unless noted, % is scaled to controls: 0 for no effect and ±100 for the full control effect; potency is read from the fitted curve at half-maximal effect.

Order of values: L3MBTL1 block	KDM4E inh	TRb SRC2 PPI	Tau FP inhib	TR SRC2 fluor cs	Tau ThT inhib	GoLoco inh red	RECQ1 helicase
> CCn1cc(C(=O)Nc2cccc(C)c2)c(=O)c2ccc(C)nc21
  x	10%	-3%	2%	-5%	9%	-1%	-14%
> Cc1ccc(C2CC(=O)NC(SCCC(C)C)=C2C#N)cc1 (stereo unspecified)
  x	-5%	-12%	0%	2%	-4%	1%	-6%
> COc1ccc(CCNC(=O)c2c(O)nc3cc(C)ccn3c2=O)cc1OC
  x	x	0%	-4%	-27%	u	x	x
> COc1ccc(C2NC(=O)c3ccccc3N2)cc1OC (stereo unspecified)
  x	u	-9%	u	-1%	-11%	12%	-11%
> Cc1ccc(/C=N/Nc2ccc(C(=O)O)cc2)o1
  x	-14%	-1%	-2%	2%	u	4%	-5%
> COc1ccc(Nc2ncc3c(n2)CC(c2ccc(C)cc2)CC3=O)cc1 (stereo unspecified)
  1%	14%	2%	2%	2%	-10%	22%	i
> Fc1ccccc1Cc1ccc(Cl)nn1
  3%	-1%	-3%	4%	0%	-1%	2%	-5%
> COc1ccccc1N1CCN(C(c2ccccc2)c2nnc(-c3ccccc3Cl)o2)CC1 (stereo unspecified)
  x	x	-4%	4%	-3%	-7%	x	x
> CCCC12CN(C(=O)c3ccc(OC)cc3)CC(C)(CN(C(=O)c3ccc(OC)cc3)C1)C2=O
  -19%[11.4 µM]	0%	-11%	3%	-3%	-3%	9%	-5%
> NS(=O)(=O)c1ccc(NS(=O)(=O)c2ccc(NC(=O)c3ccc(-c4ccccc4)cc3)cc2)cc1
  7%	-1%	23%	-18%	-29%	u	8%	-17%
> COc1cc2c(cc1OC)C(C(=O)NCc1ccco1)C(c1cccs1)N(C)C2=O (stereo unspecified)
  4%	u	4%	6%	-5%	-7%	3%	-9%
> CC(C(=O)OCC(=O)Nc1ccc(S(=O)(=O)N2CCCCC2)cc1)N1C(=O)c2ccccc2C1=O (stereo unspecified)
  x	0%	-11%	u	-1%	-1%	0%	i
> C=CCNC(=O)COC(=O)c1ccc(Cl)c(S(N)(=O)=O)c1
  7%	-2%	11%	-1%	1%	8%	3%	i
> O=C(COc1ccc([N+](=O)[O-])cc1)Nc1ccc(CN2CCOCC2)cc1
  9%	-8%	-1%	0%	-1%	-17%	4%	-2%
> CCCN1Cc2cccc(C(=O)NC(CC(=O)OCC)c3ccc(OCC)c(OC)c3)c2C1=O (stereo unspecified)
  x	7%	1%	9%	0%	3%	-3%	-1%
> COc1ccc(-c2cc(NCCc3ccncc3)n3ncnc3n2)cc1
  x	u	-8%	u	2%	0%	28%	15%
> Cc1ccc(NC(=S)N(CCN2CCOCC2)Cc2ccccc2F)cc1Cl
  x	-6%	1%	6%	0%	-12%	-2%	-14%
> COc1ccc(OCCSc2nnc(-c3ccoc3C)n2C)cc1
  -5%	-3%	-20%	10%	-2%	-8%	-6%	-8%
> Cc1nc([N+](=O)[O-])c(NCCCO)n1Cc1ccccc1
  x	6%	0%	-12%	1%	4%	4%	i
> O=C(CN1C(=O)S/C(=C\C=C\c2ccccc2)C1=O)N1CCOCC1
  3%	-3%	11%	-9%	-3%	-16%	3%	i
> NNC(=S)Nc1ccc(Cl)cc1
  -16%	u	-3%	-2%	-3%	u	3%	i
> N#CCCn1c(Cl)nc2ccccc21
  -3%	1%	-3%	2%	-4%	-1%	5%	-2%
> COc1ccccc1-n1c(CNC(=O)c2ccco2)nnc1SCC(=O)Nc1nccs1
  x	-3%	-5%	5%	-5%	-12%	1%	-8%
> Cc1ccnc(NS(=O)(=O)c2ccc(N)cc2)n1
  3%	-8%	10%	u	0%	-22%&-9%	0%	-3%
> CSc1ncc(C(=O)Nc2c(C)cccc2C)c(-c2ccccc2)n1
  x	x	-1%	-13%	7%	-9%	x	x
> CC(=O)Nc1ccc(N2CCC(C)CC2)c([N+](=O)[O-])c1
  -24%	-6%	2%	12%	-1%	u	5%	i
> COc1ccc2[nH]c(-c3ccc(C)cc3)cc(=O)c2c1
  12%	u	2%	6%	-2%	-13%	7%	-1%
> C[C@]1(C(=O)NCCc2c[nH]c3ccccc23)C=C[C@@H](Cc2ccccc2)N1C(=O)c1ccccc1
  -16%	-4%&-11%	-2%&4%	6%&12%	-3%&-3%	u	10%&5%	i
> CC(C)CC(=O)c1c[nH]c(C(=O)NCCc2ccccn2)c1
  u	0%	-17%	0%	-1%	-9%	-3%	-5%
> CCN(Cc1ccccc1)C(=O)CCc1nnc(CCCc2ccccc2)o1
  8%	-2%	-2%	7%	-1%	0%	2%	-11%
> O=C(CSc1ccc(C(F)(F)F)cn1)Nc1ccccc1
  2%	-15%	3%	2%	0%	0%	4%	3%
> NC(=O)CC[C@H](NC(=O)OCc1ccccc1)C(=O)OCc1ccc(Cl)cc1
  3%	-8%	4%	-2%	-1%	5%	-2%	-7%
> COc1ccccc1C1(CC(=O)Nc2nccs2)CCOC(C(C)C)C1 (stereo unspecified)
  0%	-9%	-12%	-10%	-1%	5%	4%	-4%
> CCCN1C2=NCCCN2c2ccccc21
  -5%	4%	10%	-6%	1%	1%	7%	-6%
> CC(C)C[C@@H](CC(=O)N[C@@H](CCCN)CC(=O)N[C@@H]1CCNC[C@H]1C(=O)N[C@H](CC(=O)N[C@@H](CCC(=O)O)CC(=O)O)CC(C)C)NC(=O)[C@@H]1CCCC[C@H]1N
  x	-13%	-1%	2%	-4%	-8%	1%	3%
> CN=c1scc(-c2ccccc2F)n1/N=C(\C)c1cccnc1
  u	2%	0%	10%	0%	u	6%	-8%
> O=C1CC(Cc2ccccc2)C(=O)N1CCCn1ccnc1 (stereo unspecified)
  4%	u	-7%	-8%	-1%	-12%	-6%	-2%
> CCOC(=O)CNC(=O)c1ccc(C)cc1
  x	15%	-13%	1%	1%	-4%	5%	0%
> COc1ccc(Cl)cc1NC(=O)c1c(NCc2ccc(C)o2)sc2c1CCCC2
  x	x	4%	u	-24%	u	x	x
> Cc1cc(C)c(NC(=O)CCCSc2nnc(N)s2)c(C)c1
  2%	9%	-2%	1%	2%	-6%	3%	-3%
> O=C(CCCn1c(=S)[nH]c2cc3c(cc2c1=O)OCO3)N1CCN(c2ccccc2)CC1
  1%	2%	1%	-1%	0%	u	4%	i
> Cc1cccc(NC(=O)c2oc3ccccc3c2NC(=O)c2cc(=O)c3ccc(C)cc3o2)c1
  x	x	6%	-6%	-2%	-6%	x	x
> CCC(C(=O)OCC(=O)Nc1c(Cl)cc(Cl)cc1Cl)c1ccccc1 (stereo unspecified)
  19%	4%	2%	0%	-21%	-15%	-3%	-1%
> COc1ccc2c(c1)OCC(Cc1ccc(OC)c(OC)c1)C2=O (stereo unspecified)
  x	0%	4%	-5%	-2%	u	-4%	i
> Cc1ccc(/C=C2\Oc3c(ccc(O)c3CN3CCN(C)CC3)C2=O)cc1
  x	u	-1%	-2%	-3%	15%	9%	-3%
> Cc1cc(C)c2nc(-n3nc(C)cc3N)cc(C)c2c1
  1%	10%	-2%	3%	-3%	-13%	-11%	-5%
> O=[N+]([O-])c1ccc(N2CCN(CC(O)COc3ccccc3)CC2)cc1 (stereo unspecified)
  -19%	-2%	2%	3%	20%	-3%	-4%	1%
> COc1ccc(C(=O)N=c2c(C#N)cc3c(=O)n4cccc(C)c4nc3n2Cc2ccco2)cc1
  x	u	-5%	1%	1%	-23%	8%	-5%
> CC(=O)Nc1ccc(C(=O)N2CCN(C(=O)c3ccco3)CC2)cc1
  x	-1%	10%	1%	1%	4%	-5%	-3%
> COc1cc2nc(C3CCC3)n(NC(=O)C3CCC(OC)CC3)c(=O)c2cc1OC (stereo unspecified)
  5%	-4%	1%	-4%	-3%	-7%	13%	-5%

3 structures from above, sorted by molar mass, ascending:
Order of values: L3MBTL1 block	KDM4E inh	TRb SRC2 PPI	Tau FP inhib	TR SRC2 fluor cs	Tau ThT inhib	GoLoco inh red	RECQ1 helicase
> Cc1cc(C)c2nc(-n3nc(C)cc3N)cc(C)c2c1
  1%	10%	-2%	3%	-3%	-13%	-11%	-5%
> Cc1ccc(/C=C2\Oc3c(ccc(O)c3CN3CCN(C)CC3)C2=O)cc1
  x	u	-1%	-2%	-3%	15%	9%	-3%
> O=C(CCCn1c(=S)[nH]c2cc3c(cc2c1=O)OCO3)N1CCN(c2ccccc2)CC1
  1%	2%	1%	-1%	0%	u	4%	i

Remaining list, next part:
Order of values: L3MBTL1 block	KDM4E inh	TRb SRC2 PPI	Tau FP inhib	TR SRC2 fluor cs	Tau ThT inhib	GoLoco inh red	RECQ1 helicase
> CCOC(=O)C1CCN(CC(=O)c2c(C)[nH]c3ccccc23)CC1
  8%	-6%	-20%	7%	-2%	2%	-17%	-2%
> CCCOc1ccc(N2C(=O)CC(N3CCC(O)(c4cccc(C(F)(F)F)c4)CC3)C2=O)cc1 (stereo unspecified)
  -3%	18%	-1%	0%	-5%	-9%	4%	i
> Cc1ccc(/C=N/NC(=O)C(=O)N/N=C/c2ccc(C)o2)o1
  x	-12%	-1%	-2%	-1%	-17%	5%	-15%
> O=C(COC(=O)C12CC3CC(CC(C3)C1)C2)NCc1ccco1
  -2%[11.4 µM]	4%	1%	2%	3%	0%	2%	-1%
> CN1CCC(N(C)C(=O)c2ccccc2Nc2ccc(SC(F)F)cc2)CC1
  -8%	5%	-3%	3%	-2%	-19%	-7%	3%
> CN1CCN(C2=Nc3cc(F)ccc3Cc3ccccc32)CC1
  x	11%	2%&14%&-2%	-4%&-13%	1%&-2%&-1%	3%&-10%	9%&1%	12%&23%
> COc1ccc(-c2cc(-c3cccs3)c(C#N)c(SCC(=O)NCc3ccccc3OC)n2)cc1
  19%	u	-26%	-4%	2%	-1%	16%	-17%

Not all compounds are listed; the hit share may differ from the screen's.
